High-throughput results deposited in PubChem BioAssay by Sanford-Burnham Center for Chemical Genomics.
CCR6 antag = blocks CCL20-driven beta-arrestin recruitment at human CCR6; CHO-K1 CCR6 PathHunter beta-arrestin, luminescence, CCL20-stimulated; inhibition, % at 20 µM; hit rate 0.49% among 340,000; AID 493098;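 active means compounds whose inhibition of the agonist-driven luminescence signal at 20 µM reaches about 50%, limit read from the data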;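 further: cells stimulated with CCL20 at 14 nM final; plate controls were DMSO with CCL20 for no effect and DMSO without agonist for full effect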
Target sequence (P51684 whole entry, looked up): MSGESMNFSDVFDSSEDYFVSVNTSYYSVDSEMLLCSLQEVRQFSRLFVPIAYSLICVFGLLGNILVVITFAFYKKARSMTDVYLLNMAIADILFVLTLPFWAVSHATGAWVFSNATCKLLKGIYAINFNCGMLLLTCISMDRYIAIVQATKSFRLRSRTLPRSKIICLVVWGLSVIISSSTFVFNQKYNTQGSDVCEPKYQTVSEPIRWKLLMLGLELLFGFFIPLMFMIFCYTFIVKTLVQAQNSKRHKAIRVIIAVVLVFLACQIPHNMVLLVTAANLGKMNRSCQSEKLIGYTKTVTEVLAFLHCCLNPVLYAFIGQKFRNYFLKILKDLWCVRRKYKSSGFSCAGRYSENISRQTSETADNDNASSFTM
Gli-Sufu antag = antagonists of Gli-Sufu signaling; Sufu-KO-LIGHT fibroblasts, Gli luciferase reporter luminescence; inhibition, % at 5 µM; hit rate 0.74% among 340,000;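 active means inhibition above about 55%, limit read from the data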;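 further: 0% = DMSO-treated cells and 100% = wells with medium but no cells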
Jurkat NFkB inh = inhibitors of the PMA/ionomycin-induced NF-kB reporter in Jurkat cells | PMA/ionomycin-induced NF-kB luciferase reporter, luminescence | inhibition, % at 4 µM | hit rate 0.53% among 330,000 | AID 435003; in the data active means inhibition above about 50%
697 NFkB inh = inhibitors of the PMA/ionomycin-induced NF-kB reporter in 697 B cells | 697 B-cell NF-kB luciferase reporter, 16 h | inhibition, % at 4 µM | hit rate 0.33% among 330,000; in the data active means inhibition above about 35%
UBC13 inh = human UBC13 polyubiquitination inhibition | P61088 | UBC13 polyubiquitin chain formation, TR-FRET | inhibition, % at 20 µM | hit rate 0.47% among 330,000 | AID 485273; in the data active means inhibition above about 45%, passing the limit was not always enough
Target sequence (P61088 whole entry, looked up): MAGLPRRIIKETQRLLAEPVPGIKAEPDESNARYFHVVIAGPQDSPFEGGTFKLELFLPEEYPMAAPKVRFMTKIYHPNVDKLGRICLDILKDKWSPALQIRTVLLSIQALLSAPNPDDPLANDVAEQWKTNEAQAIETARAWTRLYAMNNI
APJ antagonist = antagonists of human APJ apelin receptor. P35414. CHO-K1 APJ beta-arrestin complementation, luminescence. inhibition, % at 20 µM. hit rate 0.32% among 330,000. AID 2521;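 active means inhibition above about 40% at 20 µM, limit read from the data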;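 further: cells challenged with 10 nM apelin-13 agonist together with compound; plate controls were apelin-13 plus DMSO wells for no effect and DMSO wells lacking apelin-13 for full effect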
EBI2 block = EBI2 (human) antagonism; P32249; EBI2 beta-arrestin recruitment, luminescence, 7a,25-OHC stimulated; AID 651636; hit rate 0.81% among 360,000; inhibition, % at 5 µM; in the data active means inhibition above about 38%;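 further: enzyme fragment complementation signal reports receptor beta-arrestin coupling in cells; 0% = agonist plus DMSO wells and 100% = wells without agonist; some results beyond the cut were filed as inactive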
Target sequence (P32249 whole entry, looked up, the tested form may be a part): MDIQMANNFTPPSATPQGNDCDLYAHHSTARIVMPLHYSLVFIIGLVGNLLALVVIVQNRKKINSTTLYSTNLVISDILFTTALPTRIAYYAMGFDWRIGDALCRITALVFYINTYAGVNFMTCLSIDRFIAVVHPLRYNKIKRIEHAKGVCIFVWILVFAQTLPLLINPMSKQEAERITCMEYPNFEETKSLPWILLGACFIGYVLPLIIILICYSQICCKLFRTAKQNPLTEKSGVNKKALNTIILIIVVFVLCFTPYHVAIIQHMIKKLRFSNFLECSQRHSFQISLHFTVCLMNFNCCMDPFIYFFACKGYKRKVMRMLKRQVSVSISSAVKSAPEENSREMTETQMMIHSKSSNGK
CXCR6 inh = blocks human CXCR6 beta-arrestin recruitment; O00574; hit rate 0.36% among 360,000; AID 602244; CHO-K1 PathHunter CXCR6 beta-arrestin, luminescence; inhibition, % at 20 µM; in the data active means inhibition above about 34%, passing the limit was not always enough;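 further: antagonist mode with CXCL16 agonist at 10 nM final; 0% = 10 nM CXCL16 with DMSO and 100% = unstimulated wells without agonist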
Active calls of the source: *; . = no result given.

Preview:
SMILES	CCR6 antag	Gli-Sufu antag	Jurkat NFkB inh	697 NFkB inh	UBC13 inh	APJ antagonist	EBI2 block	CXCR6 inh
COC(=O)c1ccc(C23CC4(C2)[C@H](CN(C)[C@@H]4c2ccccc2)C3c2ccc(Cl)nc2)cc1 (stereo partly specified)	8	-8	4	2	23	28	4	8
Cc1sc2c(c1C)c(=O)n(-c1ccccc1)c1nnc(C)n21	1	-3	20	18	4	14	3	-1

The list itself, previewed entries included:
SMILES	CCR6 antag	Gli-Sufu antag	Jurkat NFkB inh	697 NFkB inh	UBC13 inh	APJ antagonist	EBI2 block	CXCR6 inh
COC(=O)c1ccc(C23CC4(C2)[C@H](CN(C)[C@@H]4c2ccccc2)C3c2ccc(Cl)nc2)cc1 (stereo partly specified)	8	-8	4	2	23	28	4	8
Cc1sc2c(c1C)c(=O)n(-c1ccccc1)c1nnc(C)n21	1	-3	20	18	4	14	3	-1
COc1ccc(C(=O)NCC(=O)OCC(=O)Nc2cc([N+](=O)[O-])ccc2F)cc1	10	10	-4	0	18	-5	-3	-2
Cc1ccc2cc(CN(c3ccccc3)S(=O)(=O)c3ccccc3)c(=O)[nH]c2c1	11	11	-35	-51	6	-14	10	6
Cc1cnc(C(=O)OCc2c(C)cc(C(C)(C)C)cc2C)cn1	15	-7	-3	-8	-5	2	-8	0
Cc1cc(C(=O)NCCc2ccc(Cl)cc2)c(C)o1	15	-53	-35	-44	-5	11	8	6
O=C(O)c1cccc(-c2nc3ccccc3[nH]2)c1	2	-29	48	22	3	9	-2	2
O=C(COc1ccc(S(=O)(=O)Nc2ccccc2)cc1)NCc1cccnc1	-15	-13	1	6	3	-2	1	-3
Nc1c(N(Cc2ccco2)C(=O)c2cccc(Cl)c2)c(=O)[nH]c(=O)n1Cc1ccccc1	14	13	0	9	-4	7	5	-7
NC(=S)Nc1cccc2[nH]ccc12	0	5	1	9	1	12	-14	0
O=C(Nc1nnc(SCc2ccccc2Cl)s1)C1COc2ccccc2O1 (stereo unspecified)	6	9	1	12	3	7	3	-6
Cc1ccc(S(=O)(=O)Cc2ccc(C(=O)N3CCC(C)CC3)cc2)cc1	23	-6	7	-18	-1	5	-3	8
CCOC(=O)CSc1nc2c(cnn2-c2ccc(C)cc2)c(=O)[nH]1	4	4	1	1	2	0	-2	1
Cc1nc(-c2ccccc2)cc(-c2ccccc2)n1	3	7	10	-2	3	5	-21	4
Nc1nonc1-n1nnc(C(=O)N/N=C/c2ccoc2)c1CSc1ccccc1	-3	3	1	-2	0	-15	-4	3

SMILES	CCR6 antag	Gli-Sufu antag	Jurkat NFkB inh	697 NFkB inh	UBC13 inh	APJ antagonist	EBI2 block	CXCR6 inh
COc1ccc2cc3cc(C(=O)NCc4cccnc4)oc3nc2c1	9	.	-20	27	10	-10	0	6
Nc1ccc(SC(F)(F)F)cc1C(=O)c1ccccc1	25	-6	2	4	6	8	32	2
O=C(O)c1ccc(NS(=O)(=O)c2ccc3nnn(O)c3c2)cc1	-6	1	-17	-6	-2	13	-6	-8
Cc1cc(C)c2ccc(Cl)cc2n1	8	-11	-15	14	-10	-29	-5	-12
Cc1nc2ccc(NC(=S)N3CCOCC3)cc2nc1C	-1	-6	-10	-11	-3	-6	-5	-13
COc1cccc(/C=N/NC(=O)c2cc3c(OC)cccc3[nH]2)c1OC	-7	0	-5	0	-5	2	-18	5
O=C(Nc1nc(-c2cccs2)c(-c2ccccc2)s1)c1ccco1	9	-4	21	-2	2	30	8	3
Cc1ccccc1-n1ncc(C(C)NC(=O)c2ccco2)c1C (stereo unspecified)	3	-15	9	-11	-6	-5	7	-3
CCOC(=O)Cc1c(C)nc(N)[nH]c1=O	-4	-9	3	-14	-10	19	-4	0
O=C(CN(C(=O)CCC(=O)Nc1ccccn1)c1ccc(F)cc1)NCc1ccco1	10	-4	6	-4	-6	6	-4	-2
CC(=O)NC12CC3CC(CC(CC(=O)O)(C3)C1)C2	-2	-15	11	15	0	1	-14	-4
COCCn1c(=S)[nH]c2sc3c(c2c1=O)CCCC3	9	-12	11	2	23	10	-12	-14
COc1ccc(C(c2sc3ncnn3c2O)N2CC(C)OC(C)C2)cc1OC (stereo unspecified)	5	-6	-8	9	7	6	-3	-3
Cc1ccc(F)c(Oc2cc(NN3CCCCC3)c([N+](=O)[O-])cc2[N+](=O)[O-])c1	19	11	6	15	-6	16	0	4
COC(=O)c1ccc(C(C(=O)NCc2ccccc2)N(Cc2cccs2)C(=O)c2cnccn2)cc1 (stereo unspecified)	5	-28	-3	10	2	7	3	-3

SMILES	CCR6 antag	Gli-Sufu antag	Jurkat NFkB inh	697 NFkB inh	UBC13 inh	APJ antagonist	EBI2 block	CXCR6 inh
CC1(C)CC(=O)c2c(S(C)(=O)=O)sc(Br)c2C1	-5	-21	-1	-43	-4	-6	-35	-10
C#CCOCCOCCOCCNc1nc(N2CCN(C(=O)[C@H](C)n3cc(CCC(=O)O)nn3)CC2)nc(N2CCN(C(=O)[C@H](Cc3ccc(O)cc3)n3cc(CCO)nn3)CC2)n1	0	-13	.	.	.	.	-18	-5
COc1ccc(C2/C(=C(/O)c3ccc4c(c3)CC(C)O4)C(=O)C(=O)N2Cc2ccncc2)cc1 (stereo unspecified)	10	4	-5	-9	-18	-11	-15	-1
COC(=O)c1c(C(=O)OC)c2ccccn2c1C(=O)c1ccc([N+](=O)[O-])cc1	-2	31	4	-3	-8	-8	3	6
CC(C)c1cc(CNC(=O)CCc2nnc(CCCc3ccccc3)o2)on1	3	-1	-48	-32	-17	6	-2	-5
CC(C)(C)NC(=O)C(c1ccc(O)cc1)N(C(=O)CCC(=O)Nc1ccccn1)c1ccc(F)cc1 (stereo unspecified)	-8	40	5	7	8	8	2	-10
COc1cc(CN2CCNC(=O)C2CC(=O)NCCCN2CCOCC2)cc(OC)c1 (stereo unspecified)	-3	23	-17	9	0	-16	-5	9
CC1=CCC2C(=O)N(c3cccc(C(=O)N(C)C4CCCCC4)c3)C(=O)C2C1 (stereo unspecified)	1	-7	5	20	8	15	12	2
CC(C(=O)N1CCOCC1)N1C(=O)C2C3C=CC(C4CC34)C2C1=O (stereo unspecified)	3	1	-3	2	-1	7	-4	2
CCOc1ccc(NS(=O)(=O)c2cc(NC(=O)c3ccc(C)cc3)ccc2Cl)cc1	-22	-9	53*	-148	-7	-8	2	8
CC1(C)CC(=O)C(C(N)=NC(=O)c2ccccc2)=C(O)C1	15	-27	-8	-7	4	5	18	-1
CCc1cc(=O)[nH]c(SCC(=O)NCC2CCCO2)n1 (stereo unspecified)	-4	29	5	11	3	17	-3	7
Cn1c(N)c(C(=O)COC(=O)[C@@H]2CCCN2S(=O)(=O)c2ccc(Cl)cc2)c(=O)n(C)c1=O	-14	-6	-2	14	5	-7	-8	-9
COc1ccccc1CNC(=O)CN1C(=O)COc2ccc(S(=O)(=O)NC3CCCC3)cc21	6	-4	12	-14	2	3	-5	3
COc1ccc(CCNc2ccc(C(CC(N)=O)NC(=O)c3cc(C)cc(C)c3)cc2[N+](=O)[O-])cc1 (stereo unspecified)	15	-4	7	29	-23	5	8	-11

SMILES	CCR6 antag	Gli-Sufu antag	Jurkat NFkB inh	697 NFkB inh	UBC13 inh	APJ antagonist	EBI2 block	CXCR6 inh
Cc1cc(=O)oc2cc(OCC(=O)NC3CCCCC3)c(Cl)cc12	-1	-3	-2	-5	-7	6	4	6
O=C(O)CCc1nc2cc(C(F)(F)F)ccc2n(Cc2ccccc2)c1=O	1	-4	-6	3	-4	13	5	2
O=C(N1CCOCC1)N1CCN(Cc2ccccc2)CC1	-2	3	15	15	5	11	1	-8
O=c1cc(N2CCCCC2)c(-c2ccccc2)nn1Cc1ccc(F)cc1	10	14	-2	4	8	7	17	13
COc1ccc2cc3c(N)nn(C(=O)c4ccccc4[N+](=O)[O-])c3nc2c1	6	-24	17	-31	-27	0	6	-4
Cc1ccc(NC(=O)NC2CCCCC2)cc1Cl	4	-73	-127	-80	8	7	-4	4
CCCNC(=O)Cc1ccsc1	-3	1	-6	-6	8	3	-5	-12
CC(=O)NC1=NN(C(C)=O)C(c2cccc([N+](=O)[O-])c2)S1 (stereo unspecified)	6	-7	-3	9	8	9	-7	-3
COc1cc2c(cc1OC)/C(=C/C(=O)c1ccc(OC)c([N+](=O)[O-])c1)NCC2	-4	45	-1	30	19	-8	2	-10
O=C(CCN1C(=O)S/C(=C\c2cccs2)C1=O)Nc1nccs1	5	0	-13	-1	-7	-12	7	-4
O=C(OCCOc1ccccc1F)c1cccc(S(=O)(=O)N2CCOCC2)c1	16	-14	-5	-8	17	16	-9	1
Cc1ccc(C(c2c(C)nn(-c3ccccc3)c2N)c2c(C)nn(-c3ccccc3)c2N)cc1	6	10	1	-15	-5	-1	-3	11
O=C(O)Cc1c(C(=O)O)[nH]c2ccc(C(=O)O)cc12	-2	2	8	-7	5	-17	-6	-7
O=C(Nc1ccc(Br)c(Cl)c1)c1ccco1	10	-73	-68	-68	11	1	5	-17
CC(C)c1nnc(NC(=O)CCC(=O)NC2CCCCC2)s1	5	-7	3	19	3	3	.	.

SMILES	CCR6 antag	Gli-Sufu antag	Jurkat NFkB inh	697 NFkB inh	UBC13 inh	APJ antagonist	EBI2 block	CXCR6 inh
O=C(Nc1ccccc1N1CCOCC1)C1Cc2ccccc2CN1C(=O)c1ccco1 (stereo unspecified)	9	9	-5	2	-14	1	0	4
CSc1ccc(CNc2ccc(C)c(C)c2)cc1	12	-35	-32	-14	5	-4	8	-1
CCN1CCCC1CNC(=O)c1ccc2c(c1)N(Cc1cccc(Cl)c1)C(=O)c1ccccc1S2(=O)=O (stereo unspecified)	27	37	-6	12	23	6	-9	12
O=C1OC(CCl)CN1Cc1c(Cl)cccc1Cl (stereo unspecified)	7	16	5	5	4	18	20	9
O=C(COC(=O)/C=C/c1ccco1)Nc1ncc(C(F)(F)F)cc1Cl	10	-2	2	-16	-9	13	-6	4
COc1ccccc1-n1nc(C(=O)O)c2ccccc2c1=O	8	3	5	4	-3	7	-7	8
CCCCN1CCNC[C@@H]1Cc1ccc(O)cc1	-4	-5	5	16	-3	23	2	5
O=[N+]([O-])c1ccc(S(=O)(=O)NN=C2CCCCC2)cc1	-4	-6	.	.	.	.	-2	-3
Cc1c(C(=O)N2CCCCC2)sc(NC(=O)C2CC2)c1C#N	-4	-24	20	5	-7	10	-6	0
O=C(CCn1cnc2ncccc2c1=O)N1CCN(c2cccc(Cl)c2)CC1	2	-3	7	-4	4	7	5	2
Cc1ccc(-n2c(-c3ccncc3)n[nH]c2=S)c(C)c1	14	-19	16	2	4	-1	9	-2
CCC(=O)N/C(N)=N/c1nc2ccccc2o1	9	-63	-90	-96	-1	24	5	6
Cc1cc(-c2cc(C(=O)Nc3ccccc3)on2)nc(NCC2CC2)n1	14	3	-3	-7	3	15	7	5
COc1ccc(-c2[nH]c(-c3ccc(SC)cc3)nc2SCC(=O)Nc2nccs2)cc1	0	10	-23	7	1	-22	12	10
CC(C)c1nc(SCC(=O)N2CCOCC2)c2c(=O)n(C)c(=O)n(C)c2n1	0	-7	12	8	0	2	4	3

SMILES	CCR6 antag	Gli-Sufu antag	Jurkat NFkB inh	697 NFkB inh	UBC13 inh	APJ antagonist	EBI2 block	CXCR6 inh
O=C(O)CCC(=O)N1CCC(C(=O)c2cccc(Cl)c2)CC1	-8	6	7	13	-6	13	-16	-9
Cc1cc(C)nc(SC2CC(=O)N(c3ccc(Br)cc3)C2=O)n1 (stereo unspecified)	4	-3	-7	16	4	-13	4	1
CCOC(=O)c1c(C)[nH]c(C)c1S(=O)(=O)NC(CC)CN1CCOCC1 (stereo unspecified)	-6	2	7	11	4	-2	-3	-4
O=C(N/N=C/c1ccco1)c1cc(-c2ccc3ccccc3c2)n[nH]1	9	4	-14	-31	-2	-11	-8	-5
CC(C)(C)C(=O)N1CCN(c2ncccc2C(F)(F)F)CC1	5	49	-30	-37	0	2	-3	-8
O=C1CSc2ccc(C(=O)N3CCN(c4ccccn4)CC3)cc2N1	-15	7	3	20	-6	10	-4	2
O=C(Nc1ccccc1N1CCOCC1)c1cccs1	2	-4	15	3	4	-5	-4	2
CC(OC(=O)/C=C/c1ccccc1)C(=O)Nc1cccc(C#N)c1 (stereo unspecified)	10	-13	15	9	-1	16	3	-4
